All columns: NCI-60 one-dose screen, growth in % after 48 h at 10 µM unless noted; 100 = growth as untreated, 0 = no growth, -100 = all killed.
MOLT-4 = MOLT-4 leukemia cells; hit rate 6.9% among 80,000
MDA-MB-468 = MDA-MB-468 breast cancer; hit rate 8.5% among 78,000
SR = SR leukemia cells; hit rate 8.7% among 73,000; AID 1794780
BT-549 = BT-549 breast cancer | hit rate 4.4% among 78,000 | AID 1794793
K-562 = K-562 leukemia | hit rate 7.4% among 78,000 | AID 1794777
MCF7 = MCF7 breast cancer | hit rate 6.3% among 82,000 | AID 1794796
MDA-MB-231 = MDA-MB-231 breast cancer. hit rate 5% among 81,000
MDA-MB-435 = MDA-MB-435 melanoma; AID 1794794; hit rate 7.8% among 82,000
* marks the source's active call; other numbers are inactive results; . = not tested or not shown; & = joins results of further samples. How the source made its calls: active means growth percent below 10; inactive means the rest.

Values in the order: MOLT-4	MDA-MB-468	SR	BT-549	K-562	MCF7	MDA-MB-231	MDA-MB-435
- O=C1NCN(CCO)CN1
→ 121	100	122	76	111	94	125	97
- Cc1ccc(C2CCCCC2)cc1Br
→ 110	97	91	.	100	97	97	100
- COc1cc2nc(-c3ccc(Cl)cc3)cc(OCCCN3CCOCC3)c2cc1OC
→ 56	60	13	45	10	50	27	10
- COc1ccc(CNC(=O)C2CSC3(C)c4ccccc4C(=O)N23)cc1OC (centres undefined)
→ 76	70	75	111	66	87	98	105
- CCC1(c2ccccc2)C(=O)Nc2ccc(-c3ccccc3)cc21 (centres undefined)
→ 67	67	51	113	42	76	89	.
- O=C(Cc1ccccc1[N+](=O)[O-])NCC(=O)c1ccc2c(c1)OCO2
→ 83	121	80	92	97	101	120	108
- Cc1cc(Nc2ccc3c(c2)OCO3)c2cc3c(cc2n1)OCO3
→ 36	27	.	70	37	7.1*	32	-68*
- COc1ccc(/C=C2/SC(N3CCN(c4ccccc4)CC3)=NC2=O)c(OC)c1OC
→ 100	97	111	82	104	87	78	101
- O=C(NC(Cc1c[nH]c2ccccc12)C(=O)NCc1ccc2c(c1)OCO2)c1cccs1 (centres undefined)
→ 106	94	97	87	93	101	91	99
- CC1CC(N2CSC(=S)N(C3CC(C)CC(C)(C)C3)C2)CC(C)(C)C1 (centres undefined)
→ 71	66	47	81	82	60	96	99
- Cc1nc2ncccc2nc1Nc1ccc(S(=O)(=O)Nc2ncccn2)cc1
→ 104	112	103	115	109	94	.	111
- CC(=O)C(C(c1ccccc1)N1CCCc2ccccc21)N1CCOCC1 (centres undefined)
→ 71&79	104&101	75&93	64&96	85&91	96&112	99&97	100&112
- O=C(NCc1ccco1)Nc1cccc2ccccc12
→ 75	81	80	107	91	69	100	117
- CCCCCCCC(=O)OCc1cc(=O)c(OC(=O)CCCCCCC)co1
→ 103	90	90	104	100	92	113	101
- Clc1ccc(-c2noc(CCc3nnc(-c4ccccc4)o3)n2)cc1
→ 103	119	.	129	92	106	104	103
- CCOC(=O)C(=Cc1cccc(C#N)c1)C(=O)OCC
→ 50	43	7.7*	71	23	24	55	55
- COc1ccc(C(=O)NCc2ccc(C(=O)O)cc2)cc1Nc1ccnc(C(F)(F)F)c1
→ 87	102	89	99	101	101	118	110
- C/C(=N\n1c(N)nc2n[nH]c(N)c2c1=O)c1cccc(N)c1
→ 102	99	102	108	105	93	110	106
- C#CCOc1ccc(C(Nc2cc(Cl)ccc2Cl)c2nnnn2C2CCCCC2)cc1 (centres undefined)
→ 68	88	88	94	84	73	74	102
- Oc1ccc(CCC2CCNCC2)cc1
→ 114	93	116	.	117	91	109	101
- Cc1nn(-c2ccc(-c3ccc(OC(F)(F)F)cc3)cc2)c(N)c1C#N
→ 44	38	59	55	30	67	80	75
- COc1ccccc1/C=N\N/C(N)=N\N=C\c1ccccc1OC
→ 4.8*	.	-23*	-4.1*	2.3*	11	22	-39*
- COc1cc(-c2nc3cc(Cl)c(Cl)cc3[nH]2)ccc1OCC(=O)NN
→ 68	100	77	95	32	73	58	64
- CC(=O)c1ccc(NC(=O)CN2CCN(c3cc(=O)n(-c4ccccc4)c4ccccc34)CC2)cc1
→ 101	92	104	97	87	97	90	.
- CN1C(=O)C2(Nc3cc(Cl)ccc3S2)c2cc(Cl)ccc21 (centres undefined)
→ 82	106	71	80	75	75	69	98
- O=C1c2c(c3c4ccccc4n(CCCCCCBr)c3c3[nH]c4ccccc4c23)C(=O)N1O
→ 0.3*	-3.8*	6.5*	-3.1*	9.0*	2.4*	-14*	0.6*
- CN(C)C(=O)C1CC=CCC1C(=O)N(C)C (centres undefined)
→ 86	100	84	119	89	98	110	95
- CCOCCOC(=O)c1ccccc1C(=O)c1ccccc1
→ 103	90	97	119	97	101	109	108
- C/C(=C1\S/C(=N\O)NC1=O)c1ccc(N)cc1
→ 107	96	.	96	99	93	105	97
- COC(=O)[C@@H](Cc1c[nH]c2ccccc12)NC[C@@H](O)CN1C(=O)/C(=C\c2cc(OC)c(OC)c(OC)c2)c2ccccc21
→ 1.9*	38	12	68	36	34	82	56
- O=c1oc(-c2ccccc2)nc2ccccc12
→ 101	.	103	116	103	98	.	.
- CCCCC(N)(C(=O)O)C1CCCC1 (centres undefined)
→ 123	107	96	103	.	91	105	104
- O=C1/C(=C/c2ccccc2O)C(=S)SN1Cc1ccco1
→ 99	65	-9.9*	94	46	16	108	56
- O=Nc1c(O)ccc2cc(S(=O)(=O)O)ccc12
→ 103	107	.	87	109	99	97	110
- CC(=O)NC(CCc1ccc(Cl)c(Cl)c1)c1cccc(O)c(=O)c1 (centres undefined)
→ 4.7*	-32*	6.2*	19	11	19	28	22
- COc1ccc(-c2nc(SCc3nc4ccccc4[nH]3)nc(Nc3ccc([N+](=O)[O-])cc3)c2C#N)cc1
→ 83	105	79	109	93	97	102	107
- CS(=O)(=O)Nc1nc2ccccc2[nH]1
→ 91	104	128	105	114	98	102	108
- CC1(C)CC[C@]23CC[C@]4(C)[C@H](CC[C@@H]5[C@@]6(C)C/C(=C/c7ccco7)C(=O)C(C)(C)[C@@H]6CC[C@]54C)[C@H]2[C@H]1OC3=O
→ 100	110	113	104	103	88	93	102
- C=CC(=O)NCc1ccc(Nc2nccc(-c3ccc(N4CCCC4)c(C#N)c3)n2)cc1
→ 20	16	5.1*	-10*	21	14	76	10
- CCOC(=O)c1cc(C(=O)c2ccc(Br)cc2)n2ccc(/C=C/c3cc[n+](CC(=O)c4ccc(Br)cc4)cc3)cc12
→ 85	50	54	90	39	50	56	95
- CCOC(=O)CCN1CCN(c2ccccc2)CC1
→ 100	103	103	111	106	103	103	105
- Cc1ccc2sc3c(NCCCN)nc4ccccc4c3c(=O)c2c1
→ -31*	-6.5*	-32*	97	-38*	-21*	-15*	-72*
- NC(=S)N/N=C/c1ccc2c(n1)C(=O)C(Oc1ccc(F)c(F)c1)=CC2=O
→ 146	93	122	78	123	89	84	100
- N#Cc1ccccc1-c1ccc(CN2C(=O)S/C(=C\c3cccc(Oc4ccccc4)c3)C2=O)cc1
→ 98	112	79	101	95	92	91	94
- COc1ccc(/C=C/c2nc(Nc3cccc(NC(C)=O)c3)c3ccccc3n2)cc1
→ 87	67	65	92	.	50	85	85
- NC(N)=NS(=O)(=O)c1ccc(N=NC2C(=O)NN(c3ccccc3)C2=O)cc1 (centres undefined)
→ 106	97	109	107	107	93	95	101
- C/C=C\C=C\C(=O)O
→ 87	105	86	99	91	101	109	100
- N=C(N)c1ccccc1
→ 109	99	106	102	114	92	100	103
- Cc1ccc(C)n1CCO
→ 104	109	.	98	107	91	110	107
- COC(=O)c1ccc(NC2=C(Cl)C(=O)c3nc(C)ccc3C2=O)cc1
→ 20	56	22	99	7.5*	30	92	61
- NC1(CO)COC(c2ccccc2)OC1 (centres undefined)
→ 89	100	83	124	89	111	112	117
- COc1ccc(C(C)=O)cc1S(=O)(=O)Nc1c(N)nc(OC)n(C)c1=O
→ 88	99	94	93	84	101	98	102
- CC(=O)OCc1cc(-c2nc3ccccc3[nH]c2=O)nn1-c1ccc(Cl)cc1
→ 88	89	105	102	93	86	98	100
- O/N=C/c1cccs1
→ 85	106	97	112	87	99	112	100
- CC(C)(C)n1nc(C2CC2)cc1NC(=O)Nc1ccccc1
→ 104	106	105	110	99	98	105	101
- Cc1cc2nc(-c3ccccc3O)[nH]c2cc1C
→ 100	95	111	111	117	89	89	100
- COc1ccc(C2=Nn3c(N=Nc4c(O)n(Cc5ccccc5)c5ccc(Cl)cc45)nnc3SC2)cc1
→ 71	92	73	76	47	66	88	86
- N#Cc1ccc(C(=O)CSc2nc3c(c(Nc4cccc(S(N)(=O)=O)c4)n2)CCC3)cc1
→ 79	80	82	109	79	86	82	96
- CCOc1ccccc1NC(=O)CN1CCN(C(=O)c2ccco2)CC1
→ 59	89	51	105	57	85	93	80
- COc1cc2c(/C=C3\C(=O)Nc4ccc(Br)cc43)c(Cl)n(C)c2cc1C
→ 4.4*	.	0.8*	35	6.7*	24	7.4*	7.3*

Exported as a markdown table: entries from further up
| smiles | MOLT-4 | MDA-MB-468 | SR | BT-549 | K-562 | MCF7 | MDA-MB-231 | MDA-MB-435 |
| --- | --- | --- | --- | --- | --- | --- | --- | --- |
| N#Cc1ccccc1-c1ccc(CN2C(=O)S/C(=C\c3cccc(Oc4ccccc4)c3)C2=O)cc1 | 98 | 112 | 79 | 101 | 95 | 92 | 91 | 94 |
| O/N=C/c1cccs1 | 85 | 106 | 97 | 112 | 87 | 99 | 112 | 100 |

Going on with the list:
Values in the order: MOLT-4	MDA-MB-468	SR	BT-549	K-562	MCF7	MDA-MB-231	MDA-MB-435
- Cc1ccc2ccccc2c1CSc1ncnc2nc[nH]c12
→ 96	89	93	91	85	90	88	100
- CC1(C)CC[C@]2(c3nnc(-c4cccnc4)o3)CC[C@]3(C)C(=CC[C@@H]4[C@@]5(C)CCC(=O)C(C)(C)[C@@H]5CC[C@]43C)[C@@H]2C1
→ 33	65	52	59	47	65	80	81
- O=C(C[C@]1(O)C(=O)Nc2ccccc21)c1ccc(O)c(O)c1O
→ 102	124	102	97	95	103	80	110
- CN(C)CC(O)CN1c2ccccc2Sc2ccc(Cl)cc21 (centres undefined)
→ 87	66	98	93	91	.	64	69
- O=C1[C@H]2CCCC[C@H]2C(=O)N1OCc1ccccc1
→ 87	113	88	94	105	96	116	.
- COc1cc(/C=C2\C(=O)Nc3ccccc32)ccc1OCc1ccc(F)cc1
→ 97	102	90	116	104	88	100	103
- COc1ccc(C(=O)C2C(C#N)C(C#N)C3C=Cc4ccccc4N32)cc1 (centres undefined)
→ 38	17	21	64	12	9.2*	29	-48*
- Cc1ccc(-c2nc(C#N)c(S(=O)(=O)n3nc(C)cc3N)o2)cc1
→ -38*	58	-26*	80	-17*	88	88	96
- C=C(C)C(=O)NCNC(=O)C(=C)C
→ 108	91	108	104	114	89	105	106
- CCC1=C(C)C(=O)C2CCCCC2C1=O (centres undefined)
→ 96	.	92	102	95	98	110	99
- Nc1nc(SCc2ccccc2)cc(C(=O)O)n1
→ 103	105	106	104	93	96	114	102
- O=C(c1nc2ccccc2[nH]1)C1C(c2ccccc2)C2CC3CCCC[C@H]3N2[C@@]12C(=O)Nc1cc(Cl)ccc12 (some centres undefined)
→ 24	45	42	81	36	32	52	48
- Nc1ccc(S(=O)(=O)c2ccc([N+](=O)[O-])cc2)cc1
→ 101	87	98	99	105	91	109	107
- CCNC(=S)N/N=C(\C)c1nc2ccc(Cl)cc2[nH]1
→ 41	59	51	79	64	59	50	70
- CN(C)c1cc2c3ccccc3n(C)c2cc1N
→ 105	80	100	95	102	81	77	103
- Clc1ccccc1C(=Nc1ccccc1)C(=Nc1ccccc1)c1ccccc1Cl
→ 41	86	102	77	49	105	88	93
- CC(=O)Nc1ccc(C=O)cc1
→ 101&98	105&108	94&100	104&103	112&114	95&98	105&110	108&111
- C/C=C(/C=O)[C@@H](CC=O)CC(=O)OCCc1ccc(O)cc1
→ 84	105	100	101	105	97	103	104

A different layout for part of the listing above:
molecule: O=C(c1nc2ccccc2[nH]1)C1C(c2ccccc2)C2CC3CCCC[C@H]3N2[C@@]12C(=O)Nc1cc(Cl)ccc12 (some centres undefined)
  MOLT-4: 24
  MDA-MB-468: 45
  SR: 42
  BT-549: 81
  K-562: 36
  MCF7: 32
  MDA-MB-231: 52
  MDA-MB-435: 48

molecule: Nc1ccc(S(=O)(=O)c2ccc([N+](=O)[O-])cc2)cc1
  MOLT-4: 101
  MDA-MB-468: 87
  SR: 98
  BT-549: 99
  K-562: 105
  MCF7: 91
  MDA-MB-231: 109
  MDA-MB-435: 107

molecule: CCNC(=S)N/N=C(\C)c1nc2ccc(Cl)cc2[nH]1
  MOLT-4: 41
  MDA-MB-468: 59
  SR: 51
  BT-549: 79
  K-562: 64
  MCF7: 59
  MDA-MB-231: 50
  MDA-MB-435: 70

molecule: CN(C)c1cc2c3ccccc3n(C)c2cc1N
  MOLT-4: 105
  MDA-MB-468: 80
  SR: 100
  BT-549: 95
  K-562: 102
  MCF7: 81
  MDA-MB-231: 77
  MDA-MB-435: 103

From PubChem BioAssay
